PriA SSB inh: blocks PriA binding to SSB C-terminal tail; AlphaScreen SSBct-PriA binding, biotinylated peptide; inhibition, % at 33 µM; 430,000 tested, 0.6% active; AID 1272365; in the data active = inhibition mostly above about 37%, no sharp cut-off; inactive = mostly below about 20%;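 note: plate controls were negative control peptide for no effect and reference peptide for full effect; strong numbers were not always called active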
* marks the source's active call; other numbers are inactive results; & = joins results of further samples. Not all compounds are listed. The share of hits here may be higher or lower than overall.

SMILES | PriA SSB inh
COc1ccc(S(=O)(=O)NCC(c2cccc3ccccc23)N(C)C)cc1C (configuration not stated) | 6
CN1CCN(Cc2c(NC(=O)c3ccc(F)cc3)sc3c2CCCC3)CC1 | 5
COc1ccc(-c2cc(=O)n(CC(=O)N3CCN(C(C)=O)CC3)cn2)cc1 | -12
Cc1ccc(C)c(N2CCN(S(=O)(=O)c3ccsc3C(=O)NCC(C)C)CC2)c1 | -24
O=[N+]([O-])c1ccccc1-c1ccc(C=Nn2cnnc2)o1 | 7
CSc1ncccc1C(=O)N1CCC(CNC(=O)c2c(C)nc3ccccn23)CC1 | -22
COc1ccc(-c2cc(-c3cccs3)nc(SCC(=O)Nc3ccccc3F)c2C#N)cc1OC | -12&-9
CC1CCN(C(=O)Cc2csc(Nc3ccc(S(C)(=O)=O)cc3)n2)CC1 | -5&5
CC1Oc2ccccc2C=C1C1C(=C(O)c2ccccc2)C(=O)C(=O)N1CCCN(C)C (configuration not stated) | 7
CC(C)CS(=O)(=O)C1CCN(S(=O)(=O)c2ccccc2C#N)CC1 | -17
CC(C)c1ccc(S(=O)(=O)NCC(c2ccsc2)N2CCCCCC2)cc1 (configuration not stated) | -3
O=C(NCCC1=CCCCC1)C(=O)NC1CCCC1 | 9
CCC(Cc1ccccc1)=NNC(=O)CCn1nnc2ccccc21 | 4
CCCCOC(=O)CSC1=NC(C)=C(C(=O)Nc2ccccc2)[C@H](c2cccs2)C1C#N (some centres not stated) | -16
CC12CCC(C(=O)Nc3ccc([N+](=O)[O-])cc3)(CC1=O)C2(C)C (configuration not stated) | 3
Cc1cc(I)ccc1NC(=O)CC1Sc2ccc(C(F)(F)F)cc2NC1=O (configuration not stated) | 7
NC(=O)CNC(=O)c1n[nH]c2ccccc12 | -2
CC1(C)C/C(=N\OC(=O)c2cc3ccccc3oc2=O)c2ccoc2C1 | 5
O=C(c1ccccc1Br)N1CCC(c2ccsc2)CC1 | -7
COc1cc2[nH]c(=O)n(Cc3ccc(C(=O)N4CCCC4)cc3)c(=O)c2cc1OC | -13
Cc1ccccc1NC(=S)NC(=O)c1cc2c(C)cn(-c3ccccc3)c2s1 | 10
CCCCc1ccc(NC(=O)c2ccc3nccnc3c2)cc1 | -11&0
O=C(CCn1cnc2c(cnn2-c2ccccc2)c1=O)Nc1ccc2c(c1)OCO2 | 1
Cc1ccc(N2CCN(C(=O)Nc3ccc(F)c(Cl)c3)CC2)nn1 | 1
O=C(CC1CCCCN1S(=O)(=O)c1ccccc1)Nc1ccc(F)c(F)c1 (configuration not stated) | 9
O=C(O)c1ccc(S(=O)(=O)N2CCc3ccccc32)cc1 | -1
O=C(NCC(=O)N1CCC(N2CCCC2COCc2ccccc2)CC1)c1ccccc1 (configuration not stated) | -2
O=c1ccc(-c2cccs2)nn1Cc1ccncc1 | -4
COC(=O)C(C)SC1=NS(=O)(=O)c2cc(F)ccc2N1 (configuration not stated) | -2
Cc1cc(N2C(=O)c3oc4ccccc4c(=O)c3[C@H]2c2ccccn2)no1 | -8
CC(C)Oc1cccc2c1C(=O)N(CCC(=O)OCc1ccccc1)C2=O | 1
Cc1noc(Cn2cccc(-c3nc(C)no3)c2=O)n1 | 0
O=C(COc1ccc(Cl)cc1Cl)Nc1ccc(Cl)c2ncsc12 | -3
CCOC(=O)c1c(NC(=O)C(C)(C)C)sc(Cc2ccc3c(c2)OCO3)c1C | 5
CSc1ccc([C@@H](O)CNC(=O)NC(C)(C)C)cc1 | -2
COc1cc(OC)c(NC(=O)CN2N=NC3C(=O)N(c4ccc(F)c(F)c4)C(=O)C32)cc1Cl (configuration not stated) | -4
O=C(CSc1nccn(-c2ccc3c(c2)OCCO3)c1=O)c1ccc(F)cc1 | 5
CC1CCCCN1C(=O)C12CCC(C)(/C(=N\O)C1)C2(C)C (configuration not stated) | 1
CS(=O)(=O)C1CCN(C(=O)CSc2ccc(F)cc2)CC1 | -12
O=C(CC(=O)Nc1ccc(Cl)cc1)NN=Cc1cccc(F)c1 | -1
Cc1nn(C2CCS(=O)(=O)C2)c2nc(-c3ccccc3)cc(C(=O)Nc3ccc4c(c3)OCO4)c12 (configuration not stated) | 19
O=C(O)CCCN1CNC(=S)NC1 | -7
O=C(NCC(c1ccsc1)N1CCCC1)Nc1ccc2c(c1)OCO2 (configuration not stated) | -5&3
CC1Cc2cc(C(O)=C3C(=O)C(=O)N(CCN4CCOCC4)C3c3ccc(N(C)C)cc3)ccc2O1 (configuration not stated) | -1
CCN1CCOc2ccc(NC(=O)Cc3cccs3)cc2C1=O | -6
O=C1c2ccccc2S(=O)(=O)N1CC(O)COc1ccc(Cl)cc1Cl (configuration not stated) | -18
NC(=N[N+](=O)[O-])N1CCN(C(=O)c2ccccc2)CC1 | 1
COc1ccc(C=NNc2nonc2N)cc1OC | 0
COC(=O)NC(C#N)C(=NCc1ccccc1)NCc1ccccc1 (configuration not stated) | -15
Cn1cccc1C(CNC(=O)c1ccccc1C(F)(F)F)N1CCCC1 (configuration not stated) | -5
Cc1ccc(NC(=O)CCC(=O)NN=Cc2ccccc2O)cc1 | -12
Cn1cc(CN2CCNCC2)cn1 | -12
CC(C)(C)n1nc2c(c1NC(=O)c1ccc(Br)o1)CSC2 | -5
Cc1cccc(S(=O)(=O)Nc2ccc3c(c2)CCC(=O)N3CCC(C)C)c1 | 7
COc1ccc2nc(-c3cccc(NS(=O)(=O)c4ccc(Cl)s4)c3)cn2n1 | -10
O=C(CSc1nc2cc([N+](=O)[O-])ccc2s1)c1ccccn1 | 4
COc1cccc(N2CC(C(=O)Nc3ccc(-n4nnn(C)c4=O)cc3)CC2=O)c1 (configuration not stated) | 2
COc1cccc(-c2nc(COC(=O)c3nnn(-c4ccc(C)c(F)c4)c3C)c(C)o2)c1OC | -3
CC(C)(C)Cc1nnc(C2CCCN(C(=O)NC3CCCCC3)C2)o1 (configuration not stated) | -5
CS(=O)(=O)N1CCC(C(=O)Nc2nc(-c3ccccc3)c(-c3ccccc3)s2)CC1 | -4
Continued.
SMILES | PriA SSB inh
O=C(NCc1ccccc1)c1sc2ccccc2c1Cl | -23
CCc1nnc(NN=Cc2cc(C)c(C)cc2C)n1N | -10
O=C(c1ccc(Cn2ccnc2)cc1)N1CCC(Oc2cnccn2)CC1 | -4
COc1cc(C=NNC(=O)CCN2CCCCC2)ccc1O | -6
CN(C)C(CNC(=O)Cc1ccc(Cl)cc1)c1cccs1 (configuration not stated) | -13
CC(C)c1c(C(=O)NN=Cc2ccc(-c3ccccc3)cc2)nnn1-c1nonc1N | 4
CCc1cccc(CC)c1NC(=O)c1cccs1 | 1
Cc1cc(=O)[nH]c(N=C(N)Nc2cccc3ccccc23)n1 | -16
O=C(Nc1ccc(F)c(Cl)c1)c1coc(NC(=O)c2cnccn2)n1 | -4
Cc1ccc(-c2ccc(=O)n(CCCNC(=O)c3ccc(Br)o3)n2)cc1 | 0
C=C(C)Cn1c(-c2ccco2)nc2ccccc21 | 4
COc1ccc(-c2noc(CSc3nc(-c4ccccn4)cc(=O)[nH]3)n2)c(OC)c1 | 2
CCOc1cc(Nc2ccc(NC(=O)Nc3cccc(Cl)c3)cc2)nc(C)n1 | 8
CN(C)C(=O)c1cccnc1-c1nc2ccccc2s1 | -31
CC(=NNC(=O)Cn1nc(C)c([N+](=O)[O-])c1C)c1ccc(O)cc1 | -2
O=C(CSC1CCCC1)N1CCCC[C@H](c2ccc(F)cc2)C1 | -9
CN(C)C(CNC(=O)c1ccccc1Br)c1cn(C)c2ccccc12 (configuration not stated) | -10
CO[C@@H](CNS(=O)(=O)c1ccc(F)cc1C)c1ccsc1 | -21
CCOC(=O)c1c(NC(C)=O)sc(C(C)=NNc2ccc(C(=O)O)cc2)c1C | 5
Cc1ccc(S(=O)(=O)Nc2ccccc2C(=O)Nc2nc3c(Br)cccc3s2)cc1 | -9
CCCCC(=O)Nc1nc2c(Br)cccc2s1 | -2
CCCOc1ccc(-c2c(C(=O)NN=Cc3ccc(C)o3)nnn2-c2nonc2N)cc1 | -2
Cc1ccc(-n2nnnc2CNC(=O)C(c2ccccc2)c2ccccc2)cc1C | -5
CCN(C1CCCCC1)S(=O)(=O)c1cc(Cl)c(OC)cc1Cl | -19
COCCN1CCC(CNC(=O)c2ccccc2Cl)CC1 | -8
CCN(C(=O)c1nccnc1-c1nc2ccccc2s1)c1cccc(C)c1 | 5
COc1cccc(NC(=O)Nc2cccc(-c3ccc4nnc(C)n4n3)c2)c1 | -13
O=C(CCc1ccccc1F)Nc1ccc(CC(=O)NC2CC2)cc1 | -3
Cc1ccc(S(=O)(=O)N2CCCC[C@@H]2CC(=O)NCc2cccnc2)cc1 | -19
COc1ccccc1NC(=O)C1=C(C)Nc2nc(-c3cccs3)nn2C1c1ccccc1[N+](=O)[O-] (configuration not stated) | 35*
CN(C)c1ccc(C(CNC(=O)C2CC2)N(C)C)cc1 (configuration not stated) | 14
CCc1cnc2c(c1NCc1ccccn1)c(=O)n(C)c(=O)n2C | -5
COc1ccc(-c2ccc(N3CCCC(C(=O)NCc4ccc5c(c4)OCO5)C3)nn2)cc1 (configuration not stated) | -15
C/C(C=NNC(=O)CN1CCN(Cc2ccc(Cl)cc2)CC1)=C\c1ccco1 | 19
NCCn1cncn1 | -18
Cc1nc2oc(-c3ccccc3)nc2cc1N | -10
CC(=O)Nc1cccc(NC(=O)CSc2nc(CC(=O)Nc3cc(Cl)ccc3C)cs2)c1 | 3
O=C(NCC1CCN(C(=O)c2cccnc2)CC1)C(c1ccccc1)c1ccccc1 | -26
Fc1ccc(-c2cc3c(SCc4cccc(F)c4)nccn3n2)cc1 | -3
CC(C)Cn1c(=O)c(C(=O)NN=Cc2cccc(F)c2)c(O)c2ccccc21 | -16
CSC1=NCCN1C(=O)c1ccc(OC(C)C)cc1 | -8
O=C(c1ccccc1Br)N1CC(Oc2nccs2)C1 | -7
Fc1ccccc1-c1nnc2sc(/C=C/c3cccs3)nn12 | -1
O=C(CCCSc1ccc(NC(=O)c2ccco2)nn1)NC1CCCCCC1 | 8
CN(C)S(=O)(=O)c1ccc(C(=O)NCC(=O)N/N=C\c2ccco2)cc1 | -11
CCOc1cc(-c2nnc(NC(=O)c3cccc(Oc4ccccc4)c3)o2)cc(OCC)c1OCC | -8
Cc1cccc(NC(=O)Cn2cnc(C(C)C)cc2=O)n1 | -19
CC(C)c1ccc(NC(=O)C(=O)NCC(c2cccn2C)N2CCCC2)cc1 (configuration not stated) | -13
COc1ccc(C(=O)n2cnc3ccccc32)cc1I | -7
COC(=O)c1ccc(C(=O)Nc2cnn(C[C@H]3COc4ccccc4O3)c2)cc1 | -5
CCOc1ccc(-c2csc(NC(=O)Cc3ccc(S(C)(=O)=O)cc3)n2)cc1 | -8
Cc1ccc(C=Nn2c(C3CCCCC3)n[nH]c2=S)cc1 | 3
CCC(C(=O)O)N1C(=O)/C(=C/c2cccs2)SC1=S (configuration not stated) | 5
O=C(C=NO)NCCCN1CCCCCC1 | 3
O=c1oc2ccc(Cl)cc2cc1S(=O)(=O)c1ccc(Cl)c(Cl)c1 | -12
O=C(NCCn1ncc2c(N3CCN(c4ccc(F)cc4)CC3)ncnc21)c1cnccn1 | -7
CCOc1ccc(NC(=O)C(=O)NCCN2CCN(c3ccccc3)CC2)cc1 | -12
COc1cccc(CN2CN(c3ccc(C)cc3)c3ncccc3S2(=O)=O)c1 | 3
NCc1ccc(OCc2ccccc2)cc1 | -18
CCC(=NNC(=O)c1ccccc1)c1c(O)n(C2CCCCC2)c(=O)[nH]c1=O | 1
Carrying on.
SMILES | PriA SSB inh
O=C(NCCS(=O)(=O)NCCC1=CCCCC1)c1ccccc1 | -1
CN(C)[C@@H](CNS(=O)(=O)CCc1ccccc1)c1cccc2ccccc12 | -3
Cc1ccc(-n2ncc3c(=O)n(N)cnc32)cc1C | 1
CC(C)=CC(=O)Nc1ccc(I)cc1C | 6
CCCCSc1nc2ccc(C)cc2[nH]1 | -13
O=C(NC1CC(=O)N(Cc2ccccc2)C1)C1CCc2nc[nH]c2C1 (configuration not stated) | -20
CCS(=O)(=O)N1CCCc2ccc(NC(=O)Cc3ccc(OC)cc3)cc21 | -6
Cc1cccc(OCC(=O)Nc2c(C(=O)c3ccc4c(c3)OCO4)oc3ccccc23)c1 | 0
Cc1cccc(C(=O)N2N=C(c3ccco3)C[C@H]2c2ccco2)c1 | 12
O=C(NCC1CCCN1c1nccs1)c1ccc2nsnc2c1 (configuration not stated) | 28

Entries from the list above that have a Cl atom:
SMILES | PriA SSB inh
Cc1ccc(N2CCN(C(=O)Nc3ccc(F)c(Cl)c3)CC2)nn1 | 1
O=C(COc1ccc(Cl)cc1Cl)Nc1ccc(Cl)c2ncsc12 | -3
COc1cc(OC)c(NC(=O)CN2N=NC3C(=O)N(c4ccc(F)c(F)c4)C(=O)C32)cc1Cl (configuration not stated) | -4
O=C(CC(=O)Nc1ccc(Cl)cc1)NN=Cc1cccc(F)c1 | -1
O=C1c2ccccc2S(=O)(=O)N1CC(O)COc1ccc(Cl)cc1Cl (configuration not stated) | -18
COc1ccc2nc(-c3cccc(NS(=O)(=O)c4ccc(Cl)s4)c3)cn2n1 | -10
O=C(NCc1ccccc1)c1sc2ccccc2c1Cl | -23
CN(C)C(CNC(=O)Cc1ccc(Cl)cc1)c1cccs1 (configuration not stated) | -13
O=C(Nc1ccc(F)c(Cl)c1)c1coc(NC(=O)c2cnccn2)n1 | -4
CCOc1cc(Nc2ccc(NC(=O)Nc3cccc(Cl)c3)cc2)nc(C)n1 | 8
CCN(C1CCCCC1)S(=O)(=O)c1cc(Cl)c(OC)cc1Cl | -19
COCCN1CCC(CNC(=O)c2ccccc2Cl)CC1 | -8
C/C(C=NNC(=O)CN1CCN(Cc2ccc(Cl)cc2)CC1)=C\c1ccco1 | 19
CC(=O)Nc1cccc(NC(=O)CSc2nc(CC(=O)Nc3cc(Cl)ccc3C)cs2)c1 | 3
O=c1oc2ccc(Cl)cc2cc1S(=O)(=O)c1ccc(Cl)c(Cl)c1 | -12

Compound activity deposited in PubChem by Small Molecule Screening Facility, UW Madison.
